Screening results: PubChem BioAssay, several laboratories
RORa activator – activators of orphan receptor RORA, primary screen, cell-based, luminescence | Nuclear receptor ROR-alpha (Homo sapiens), P35398 | CHO-K1 Gal4-RORA LBD luciferase reporter; percent increase over mock-subtracted basal signal | activation, % at 10 µM | 65,000 tested, 1.5% active;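 active = activation above the mean of all tested compounds plus 3 SD, cut at about 49% in these data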;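 also: 0% = DMSO-treated RORA cells and 100% = added signal equal to DMSO minus mock-transfected cells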
Target sequence (P35398 whole entry, looked up, the tested form may be a part): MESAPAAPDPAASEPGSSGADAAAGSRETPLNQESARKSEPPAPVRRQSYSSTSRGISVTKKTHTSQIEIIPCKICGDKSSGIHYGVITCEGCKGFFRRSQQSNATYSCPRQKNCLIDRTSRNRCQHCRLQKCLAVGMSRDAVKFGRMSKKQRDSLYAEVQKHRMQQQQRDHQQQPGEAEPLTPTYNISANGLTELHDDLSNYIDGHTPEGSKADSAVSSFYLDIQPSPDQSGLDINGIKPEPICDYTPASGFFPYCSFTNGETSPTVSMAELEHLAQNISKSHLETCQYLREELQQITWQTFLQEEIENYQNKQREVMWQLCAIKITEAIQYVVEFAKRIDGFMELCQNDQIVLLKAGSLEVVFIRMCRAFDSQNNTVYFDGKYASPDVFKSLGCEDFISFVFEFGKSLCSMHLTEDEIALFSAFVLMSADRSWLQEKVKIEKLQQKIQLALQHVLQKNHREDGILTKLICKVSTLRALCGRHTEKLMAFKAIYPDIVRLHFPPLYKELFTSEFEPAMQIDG
CatB mix inh – cathepsin B inhibitors from pooled compounds, primary screen, biochemical, compound mixtures, AMC fluorescence. P07858. Purified cathepsin B, AMC dipeptide fluorescence. inhibition, %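 (ten-compound pools at 5 µM per compound and 50 µM total)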. 62,000 tested, 0.06% active. AID 488, 2006; in the data active = inhibition above about 22%, passing the limit was not always enough;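 also: 0% = enzyme without compound and 100% = no enzyme blank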
PKA inh – inhibitors of human PKA kinase activity, primary screen, biochemical, ATP-depletion luminescence, Kemptide substrate; cAMP-dependent protein kinase catalytic subunit alpha (Homo sapiens), P17612; 65,000 tested, 0.1% active; PKA Kemptide phosphorylation, Kinase-Glo ATP luminescence; AID 524, 2006; inhibition, % at 6 µM;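 active = inhibition above the screen-wide mean inhibition plus 3 SD, cut at about 21% in these data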; also: many of its hits are not listed in these tables
ROCK2 inh – inhibitors of human ROCK2 kinase, primary screen, biochemical, high-throughput, luminescence. purified ROCK2, Kinase-Glo ATP depletion luminescence. 60,000 tested, 0.35% active. inhibition, % at 6 µM;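 active = inhibition above the screen-wide mean inhibition plus 3 SD, cut at about 18% in these data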;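 also: plate controls were DMSO wells for no effect and Y-27632 control wells after no-enzyme background subtraction for full effect; many of its hits are not listed in these tables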
CatB block – human cathepsin B inhibitors, primary screen, biochemical, fluorogenic substrate | P07858 | purified cathepsin B, fluorescence | inhibition, %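 (tested at 10 µM)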 | 63,000 tested, 0.1% active | AID 453, 2006; in the data active = inhibition above about 21%;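 also: 0% = enzyme with no compound and 100% = no enzyme blank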
AP ELISA ortho – alternative complement pathway inhibitors, primary screen, biochemical, ELISA, human serum, orthogonally pooled compounds; LPS-coated ELISA, C3 deposition; tested in compound mixtures; inhibition, % at 5 µM; 62,000 tested, 0.08% active; AID 1235, 2008;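 active = inhibition above 30% in each of the two pooled mixtures holding the compound, so the lower value exceeds 30%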;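 also: 0% = serum in Mg-EGTA without compound and 100% = EDTA serum blank; some compounds past the cut are filed as inactive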
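Test system: human serum alternative complement pathway, C3 deposition on LPS-coated wells; also added: Plate-bound LPS; doses: 5 µM per compound in ten-compound mixtures; schedule: 1 h at 37 °C; detection: Anti-C3 ELISA, OD 450 nm; evaluation: percent inhibition of C3 deposition onto LPS; repeats: two pool placements per compound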
Ec RNAP inh – E. coli RNAP inhibitors, biochemical. E. coli RNA polymerase, fluorescence transcription assay. inhibition, %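 (tested at 10 µM)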. DNA-directed RNA polymerase subunit beta (Escherichia coli (strain K12)), P0A8V2. AID 559, 2006. 62,000 tested, 0.2% active; in the data active = inhibition above about 20%;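 also: 0% = enzyme without compound and 100% = no enzyme blank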
CatS inh – inhibitors of human cathepsin S, biochemical, compound mixtures; P25774; recombinant cathepsin S, AMC dipeptide fluorescence, pooled mixtures; inhibition, %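 (tested at 5 µM per compound within 10-compound mixtures)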; 62,000 tested, 0.06% active; AID 501, 2006; in the data active = inhibition above about 32%, passing the limit was not always enough;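 also: 0% = enzyme without compound and 100% = blank without enzyme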
JNK3 blocker – JNK3 kinase activity inhibitors, primary screen, biochemical, human, purified enzyme; Mitogen-activated protein kinase 10 (Homo sapiens), P53779; HTS; inhibition, % at 8 µM; 60,000 tested, 0.61% active; in the data active = inhibition above about 17%;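 also: 0% = DMSO and 100% = reference inhibitor; many of its hits are not listed in these tables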
Target sequence (P53779 whole entry, looked up): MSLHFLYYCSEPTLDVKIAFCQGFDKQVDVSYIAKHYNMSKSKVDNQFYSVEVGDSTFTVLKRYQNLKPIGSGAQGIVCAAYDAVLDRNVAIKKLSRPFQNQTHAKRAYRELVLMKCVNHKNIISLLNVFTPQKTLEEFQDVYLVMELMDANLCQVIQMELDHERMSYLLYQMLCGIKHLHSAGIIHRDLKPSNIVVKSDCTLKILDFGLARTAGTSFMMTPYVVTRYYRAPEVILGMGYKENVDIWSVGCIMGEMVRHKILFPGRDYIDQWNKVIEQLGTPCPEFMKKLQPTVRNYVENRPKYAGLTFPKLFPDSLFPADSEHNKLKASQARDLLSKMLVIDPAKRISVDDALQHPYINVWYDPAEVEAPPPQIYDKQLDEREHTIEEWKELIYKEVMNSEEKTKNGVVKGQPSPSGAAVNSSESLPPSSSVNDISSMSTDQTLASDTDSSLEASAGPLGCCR
* marks the source's active call; other numbers are inactive results; x = no result given. Some of the compounds tested (hit frequency here may not be typical).

SMILES	RORa activator	CatB mix inh	PKA inh	ROCK2 inh	CatB block	AP ELISA ortho	Ec RNAP inh	CatS inh	JNK3 blocker
CC(=O)c1ccc(OCC(O)CN2CCOCC2)cc1 (stereo not given)	-16	1	7	7	0	8	3	14	4
CC1CCCC(C)N1C(=O)CSc1nnnn1Cc1ccccc1 (stereo not given)	-3	2	10	3	8	-1	14	9	-4
COC(=O)C1=C(C)NC(=O)NC1/C=C/c1ccccc1 (stereo not given)	-14	4	2	6	4	9	x	2	-2
COc1ccc(N2CCN(C(=O)CCNS(=O)(=O)c3ccc4c(c3)CCC(=O)N4)CC2)cc1	-4	4	5	0	-1	18	-2	11	3
CCn1c(SCC(=O)C(C)(C)C)nnc1-c1ccccn1	0	5	6	3	2	-10	12	14	8
O=C1CCCc2c1cc(C(=O)NCc1ccco1)c(=O)n2-c1ccccc1	-25	5	10	3	7	0	x	7	2
COc1cc2cc(CN(CCCO)S(=O)(=O)c3ccccc3)c(=O)[nH]c2cc1OC	-11	-2	-4	-2	-1	1	-5	10	-7
O=C1c2ccccc2CC1Sc1nnc(-c2ccncc2)o1 (stereo not given)	-4	2	2	2	1	-2	7	4	4
CCOC(=O)c1c(NC(=O)c2cccs2)sc(C)c1CC	10	0	-2	4	4	22	4	-4	-9
CCOC(=O)C(C)n1cnc2c(nnn2-c2ccc(C)cc2)c1=O (stereo not given)	-12	-4	0	-3	1	3	-6	-15	0
Cc1ccc(C2C(C(=O)c3cc4ccccc4o3)=C(O)C(=O)N2CCN2CCOCC2)o1 (stereo not given)	40	7	0	6	0	16	5	-16	-10
Nc1nnc(COc2ccc(Br)cc2Br)s1	17	0	10	3	x	13	x	0	0
COC(=O)c1[nH]c2ccccc2c1NC(=O)CNC1CCCCC1	1	-3	3	0	1	-7	-3	3	-3
CCN(CC)CCNC(=O)c1c(O)c2cccc3c2n(c1=O)CCC3	-23	-4	-5	-2	-3	27	-8	-9	2
c1ccc2c(c1)C(=Nn1cnnc1)c1ccccc1-2	25	2	0	x	2	-2	1	-11	x
CC(C)(CNS(=O)(=O)c1ccc(Cl)cc1)N1CCCCC1	0	-1	17	4	-2	-1	1	-4	0
O=C(CSc1ncnc2ccccc12)N1CCN(c2ccccc2)CC1	-20	-3	-10	-6	3	0	4	-9	1
CC1(C)OC(=O)C(=CNc2ccc(F)cc2)C(=O)O1	2	-2	3	1	4	-1	9	-19	2
COC(=O)c1ccc(NC(=O)c2ccc(N(C)S(C)(=O)=O)cc2)cc1	0	0	6	2	-1	11	2	-6	1
CCOC(=O)c1c(CN(C)C)oc2cc(CN(C)C)c(O)c(CSc3ccccc3)c12	0	-4	8	6	1	3	2	-9	-6
CCC(=O)N1c2ccc(S(=O)(=O)CCC(=O)NCCC3=CCCCC3)cc2CC1C (stereo not given)	-14	9	8	5	-2	27	4	2	1
COC(=O)Cc1c(C)c2c(OCc3nn[nH]n3)cc(C)cc2oc1=O	7	3	9	7	0	4	6	-4	4
O=C1CCc2nc3ccccc3c(=O)n2N1	1	x	3	-14	1	x	x	x	-7
CCOC(=O)c1[nH]c(C)c(C(=O)NC2CCCCCC2)c1C	2	3	-4	-7	7	7	12	4	0
CCCN(CCC)C(=O)CSc1nc2n[nH]c(C)c2c(=N)n1-c1ccc(OC)cc1	-8	x	4	4	x	x	x	x	9
Cc1ccc(O)c(C(=O)c2cc(C#N)c(=O)n(CC3CCCO3)c2)c1 (stereo not given)	0	-9	10	2	3	0	7	5	-1
Cc1nn(-c2ccccc2)c2c1C(c1cccnc1)N1C=C(S(=O)(=O)N3CCCCC3)C=CC1=N2 (stereo not given)	29	2	5	x	3	16	5	-4	x
O=C(CNC(=O)c1ccco1)NCCCc1ccccc1	2	3	1	1	3	1	10	11	0
CCCc1nc2sc3c(SCC(=O)NCc4ccco4)ncnc3c2c2c1CCC2	4	6	-1	x	5	10	9	12	x
CCOc1ccc(-c2nnc(SCc3nnc(-c4ccccc4)o3)n2-c2ccccc2F)cc1	30	-4	1	-1	-2	-4	0	-4	3
Cn1cc(Cl)c(C(=O)Nc2cccc(Cl)c2Cl)n1	9	4	3	2	2	2	-7	-7	-4
COC(=O)c1cccnc1-n1c(=O)c2cccnc2n(Cc2cccc(OC)c2)c1=O	-20	3	6	4	5	17	9	3	2
CN(Cc1ccccc1)C(=O)c1cccc(NC(=O)c2ccco2)c1	9	4	2	4	3	20	0	-5	2
CC(C)CC(c1nnnn1CC1CCCO1)N1CCN(c2nc3ccccc3s2)CC1 (stereo not given)	0	1	6	3	3	8	0	-6	-5
COc1ccccc1C(=O)Nc1cc(Cl)ccc1O	-13	x	4	4	-2	x	4	x	1
COc1ccc(Cc2nnc(SCC(=O)c3ccc(OC)cc3)o2)cc1	5	5	-3	0	2	18	-1	-3	-3
O=C(O)CCN1CCc2ccccc21	-8	3	12	5	4	8	12	-3	0
Clc1ccc(OCCn2ccnc2)c(Cl)c1	7	3	6	11	-1	13	0	-5	4
NS(=O)(=O)c1ccc(NC(=O)CSc2nnc(Cc3cccs3)n2-c2ccccc2)cc1	-6	9	10	6	1	5	8	13	-5
COCC(=O)N(Cc1cc2cc(OC)ccc2[nH]c1=O)c1ccccc1	4	4	6	5	3	-1	9	11	2
CCOC(=O)N1CCC(N2C(=O)c3ccccc3C2Nc2ccc3c(c2)OCCO3)CC1 (stereo not given)	-23	4	0	0	0	17	2	-2	7
N=c1nc(N)nc2n1NC(c1ccc(F)cc1)=CS2	11	3	1	x	7	24	-1	0	x
C=CCn1c(=O)/c(=C/c2ccc(O)cc2)s/c1=C(/C#N)c1nnc2n1CCCCC2	-9	-1	4	2	3	7	-2	17	-3
CCn1c(SCC(=O)N2CCCc3ccccc32)nnc1-c1cccs1	-9	4	5	5	-5	14	7	1	1
O=C(CN1CCC(n2nnc3cc(F)ccc32)CC1)Nc1ccc2c(c1)CCC2	-7	-5	2	-1	-4	18	-15	-5	-3
CC(C)[C@H](NC(=O)NCc1cccs1)C(=O)O	23	6	5	7	4	8	9	2	2
Cc1nc(-c2coc3cc(OCC(=O)O)ccc3c2=O)cs1	-29	2	0	-2	6	10	7	-4	5
CCOc1cccc(-c2nnc3sc(-c4cccs4)nn23)c1	12	x	7	-4	3	x	1	x	-1
C1=C(c2ccccc2)CCN(c2nc3ccccc3n3cnnc23)C1	12	3	7	5	4	20	8	1	-2
CC1CN(Cc2nc3c(c(=O)[nH]c(=O)n3C)n2CC(N)=O)CC(C)O1 (stereo not given)	5	7	-2	3	0	10	9	4	-4
COc1cccc(-c2nc(CS(=O)(=O)CC(=O)NCc3ccccc3OC)c(C)o2)c1	-14	1	11	4	1	15	3	-4	3
Cn1ncc(C#N)c1/N=C/N(Cc1ccccc1)Cc1ccccc1	10	4	7	2	6	8	12	3	-5
CCCCCOc1ccc(Cl)cc1CN1CCOCC1	4	-2	-15	-10	3	2	10	-1	-6
O=C(O)c1nn(-c2ccccc2)nc1-c1nn(-c2ccccc2)nc1C(=O)O	4	3	-2	2	1	15	8	4	6
CCOC(=O)c1cc2c(N)c(C(=O)c3cc(C#N)c(SC)nc3C)sc2nc1C	-6	1	-2	-2	-2	7	2	18	-3
Cc1ccc2c(c1)NC(=O)C(CC(=O)NCCN(CC(C)C)CC(C)C)O2 (stereo not given)	-8	3	3	2	-1	-14	-9	12	-4
COc1ccc(C(=O)COC(=O)c2ccc(OC)c(OC)c2)cc1OC	14	4	0	4	0	13	3	-8	2
O=C(CSc1nnc(Cc2cccs2)n1C1CCCCC1)N1CCN(C(=O)c2ccco2)CC1	-14	-6	6	6	2	-1	3	-10	4
CC(=O)N1CCCc2cc(S(=O)(=O)N3CCN(c4ccccn4)CC3)ccc21	6	6	-2	0	2	12	4	0	6
O=C(NCc1ccc2c(c1)OCO2)C1CCCN(S(=O)(=O)c2cccc3cccnc23)C1 (stereo not given)	5	5	0	6	5	-1	10	12	10

Sorted by count of non-hydrogen atoms (falling): part of the list above.
SMILES	RORa activator	CatB mix inh	PKA inh	ROCK2 inh	CatB block	AP ELISA ortho	Ec RNAP inh	CatS inh	JNK3 blocker
CC(=O)N1CCCc2cc(S(=O)(=O)N3CCN(c4ccccn4)CC3)ccc21	6	6	-2	0	2	12	4	0	6
C1=C(c2ccccc2)CCN(c2nc3ccccc3n3cnnc23)C1	12	3	7	5	4	20	8	1	-2
N=c1nc(N)nc2n1NC(c1ccc(F)cc1)=CS2	11	3	1	x	7	24	-1	0	x

Following part.
SMILES	RORa activator	CatB mix inh	PKA inh	ROCK2 inh	CatB block	AP ELISA ortho	Ec RNAP inh	CatS inh	JNK3 blocker
CCOC(=O)CSc1nc(C)c2cc(OC)ccc2n1	0	-3	-9	-4	-1	9	-4	0	-9
CCOC(=O)/C=c1\s/c(=C\c2ccccc2OC)c(=O)n1CC(=O)N1CCOCC1	-4	-5	8	6	4	-6	5	4	-2
CCOC(=O)C1CCN(S(=O)(=O)c2ccc(Br)c(OCC)c2)CC1	-2	-1	9	6	-5	1	6	14	6
O=C(CCC(=O)N(CC(=O)NC1CCCCC1)Cc1ccco1)Nc1nccs1	-6	x	2	3	x	x	x	x	13
CCn1c(CNC(=O)c2cccc(C)c2)nc2ccccc21	13	-1	2	7	0	31	-3	24	16
CCN1CCN(S(=O)(=O)c2cc(C)c(OC)cc2C)CC1	-8	3	-2	-1	-1	12	4	1	-5
Cc1nn(-c2ccc(C(=O)Nc3nnc(C4CC4)s3)cc2)c(C)c1Cl	-16	3	4	1	5	11	7	13	-7
O=C(NCC(=O)N(c1cccnc1)C(C(=O)NC1CCCC1)c1ccco1)c1cccs1 (stereo not given)	0	2	-2	1	-4	4	0	-11	-2
CCCCNC(=O)OCCNC(=O)Oc1cccc(C)c1	-9	1	5	5	3	3	4	-3	-9
COc1ccccc1-c1cn(S(=O)(=O)c2ccc(F)cc2)nc1N	-16	1	9	7	3	4	8	-2	-1
CCOC(=O)N1CCN(C(=O)C2CCCN(Cc3nc(-c4ccc(Cl)cc4)oc3C)C2)CC1 (stereo not given)	-3	1	-6	0	-3	20	-6	13	-3
CCCCOC(=O)Cn1c(=O)c2c(nc3n2CCCCN3c2ccc(C)cc2)n(C)c1=O	3	3	-1	3	-2	15	6	2	-4
N#Cc1nc(Cc2ccccc2)oc1N1CCC(Cc2ccccc2)CC1	-17	1	15	9	3	-16	10	-3	1
CCCOc1ccccc1-c1nc(SCCC(=O)O)n[nH]1	-22	-7	3	4	5	24	4	-24	-3
CCOc1cc(C(=O)NCc2nnc(SCC(=O)OC)n2C)cc(OCC)c1OCC	-13	6	8	-2	8	9	11	7	-2
O=C(NCCN1CCOCC1)c1cc(=O)[nH]c2ccc(Br)cc12	-19	8	0	0	5	21	7	3	-4
CCOC(=O)c1nc(N)c(=O)n(-c2ccccc2)n1	-13	1	7	5	4	-2	7	1	0
COC(=O)c1cc(OC)c(OC)cc1N=CC1=C(O)CC(C)(C)CC1=O	-10	3	6	8	0	14	0	-3	0
